# Compound activity: PubChem BioAssay, several laboratories
# STAT3 inh: STAT3 signaling inhibition. inhibition, % at 5.5 µM. 0.89% of 190,000 active. U3A cells, IL-6 STAT3-luciferase reporter, luminescence; host cell line lacks STAT1. AID 862;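 active means inhibition above the mean inhibition across all screened compounds plus 3 SD, cut at about 44% in these data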;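 further: 0% = DMSO only wells and 100% = 100 µM nifuroxazide control wells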
# STAT3 activator: activators of IL-6 induced STAT3 signaling; activation (% of control), % at 5.6 µM; 0.91% of 190,000 active; U3A cells, IL-6 STAT3-luciferase reporter, luminescence; 100% = signal with IL-6 EC80 alone;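 active means activation above the screen-wide mean of compound activation plus 3 SD, cut at about 130% in these data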;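 further: 0% = background luminescence of wells with medium and substrate only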
#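 Material: STAT3-luciferase reporter U3A cells; Probe or stimulus: IL-6 (33 ng/mL); Incubation: compound pre-incubation 1 h before IL-6, then 6 h stimulation at 37 °C; Technique: luminescence from STAT3-driven luciferase reporter; Evaluation: % activation versus median of IL-6-stimulated wells; Controls: IL-6-only high control.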
# ROMK mod: modulates human ROMK potassium channel activity; P48048; Tet-inducible ROMK, thallium flux fluorescence; actives lie on both sides; B-score at 10 µM; 2% of 130,000 active;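 active means signal ratio slope over the read window, or its plate-corrected B-score, at least 3 SD from the plate mean, either direction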;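 further: B-score of the F/F0 ratio slope over 7 to 12 s after thallium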
# Target sequence (P48048 whole entry, looked up): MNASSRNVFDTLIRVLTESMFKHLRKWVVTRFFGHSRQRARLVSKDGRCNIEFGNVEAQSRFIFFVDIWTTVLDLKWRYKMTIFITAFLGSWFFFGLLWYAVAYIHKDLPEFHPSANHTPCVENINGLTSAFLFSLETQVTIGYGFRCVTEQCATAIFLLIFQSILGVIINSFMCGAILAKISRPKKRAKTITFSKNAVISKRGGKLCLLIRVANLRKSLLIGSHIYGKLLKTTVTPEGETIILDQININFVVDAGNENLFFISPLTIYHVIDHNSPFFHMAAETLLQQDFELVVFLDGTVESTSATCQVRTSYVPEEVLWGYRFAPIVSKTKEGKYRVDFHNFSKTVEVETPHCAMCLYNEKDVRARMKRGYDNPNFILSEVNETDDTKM
# RAM network inh: yeast RAM network inhibition; S. cerevisiae dse1pr::URA3 reporter, 5-FOA growth OD615, 2 d; analog-sensitive cbk1-as2 kinase mutant strain; inhibition, % at 50 µM; 1.8% of 190,000 active; AID 868;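 active means inhibition above a set limit, 3 SD over mean compound inhibition, cut at about 8.4% in these data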;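 further: 0% = DMSO-only wells with no growth and 100% = 10 µM 1-NA-PP1 full growth; inhibition rescues growth on 5-FOA so higher OD means more RAM inhibition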
# S1P3 antagonist: blocks the human S1P3 receptor; AID 485; CHO S1P3 NFAT-BLA reporter, FRET fluorescence, antagonist mode; inhibition, % at 4.98 µM; 0.27% of 170,000 active;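 active means inhibition above the plate cutoff, the mean inhibition of test wells on that plate plus 3 SD, cut at about 28% in these data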;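 further: cells challenged with S1P at its EC80 of 0.8 µM; blue over green emission ratio from cleaved BLA substrate after 4 h stimulation; 0% = S1P-stimulated wells and 100% = unstimulated DMSO-only wells; some compounds past the cut are filed as inactive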
# Target sequence (Q99500 whole entry, looked up): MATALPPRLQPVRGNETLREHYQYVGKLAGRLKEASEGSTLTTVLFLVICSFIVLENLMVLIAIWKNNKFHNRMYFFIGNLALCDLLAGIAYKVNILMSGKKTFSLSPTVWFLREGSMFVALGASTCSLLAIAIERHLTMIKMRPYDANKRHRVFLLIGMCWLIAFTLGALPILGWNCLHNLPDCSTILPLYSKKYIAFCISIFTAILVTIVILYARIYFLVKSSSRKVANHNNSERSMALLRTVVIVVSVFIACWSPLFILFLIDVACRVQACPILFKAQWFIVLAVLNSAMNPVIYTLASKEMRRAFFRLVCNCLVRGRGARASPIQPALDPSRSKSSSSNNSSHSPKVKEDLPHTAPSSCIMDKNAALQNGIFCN
# TLR4 MyD88 comp: inhibitors of human TLR4-MyD88 binding. inhibition, % at 8.4 µM. 0.18% of 200,000 active. HeLa CL3-4 TLR4/MyD88 BLA complementation, FRET ratio. AID 861. O00206+Q99836; in the data active means inhibition above about 25%;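 further: 0% = vehicle and 100% = reference inhibitor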
# PPARg SRC-2 ag: agonists of SRC-2 recruitment by human PPARgamma | activation, % at 8 µM | PPARgamma LBD-SRC-2 recruitment, biochemical | 0.34% of 200,000 active | P37231; in the data active means activation above about 22%;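 further: 0% = vehicle and 100% = reference agonist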
# STAT1 blocker: STAT1 signaling inhibition; 0.35% of 200,000 active; inhibition, % at 5.5 µM; AID 920; NIH 3T3 STAT1-luciferase reporter, IFN-gamma, luminescence;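 active means inhibition above a set limit, the mean inhibition across all tested compounds plus 3 SD, cut at about 34% in these data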;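 further: 0% = IFN-gamma with DMSO and 100% = IFN-gamma with 300 µM nifuroxazide; values of inactives mirror those of a sister screen read the other way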
# PPARg SRC1 recr: promotes SRC-1 coactivator recruitment by human PPARgamma; P37231; PPARgamma-SRC-1 coactivator recruitment biochemical assay; activation, % at 8 µM; 0.41% of 200,000 active; AID 631; in the data active means activation above about 19%;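 further: 0% = DMSO and 100% = reference agonist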
# PPARg SRC3 recr: PPARgamma-driven SRC-3 recruitment agonism | P37231 | biochemical PPARgamma/SRC-3 coactivator recruitment assay | activation, % at 8 µM | 0.26% of 200,000 active | AID 731; in the data active means activation above about 23%;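 further: 0% = DMSO and 100% = reference agonist; some compounds past the cut are filed as inactive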
# SRC2 TRFRET art: counter-screen for PPARgamma SRC-2 recruitment agonists: TR-FRET artefact; hits give high values; TR-FRET ratio at 8 µM; 0.4% of 200,000 active; in the data active means TR-FRET ratio above about 2000; further: inactives centre near 1500
# * marks the source's active call; other numbers are inactive results; / = no result given.
# Field names: A = STAT3 inh; B = STAT3 activator; C = ROMK mod; D = RAM network inh; E = S1P3 antagonist; F = TLR4 MyD88 comp; G = PPARg SRC-2 ag; H = STAT1 blocker; I = PPARg SRC1 recr; J = PPARg SRC3 recr; K = SRC2 TRFRET art
> Cc1ccc(-c2nc3ccccc3n3nnnc23)cc1
  A: -84; B: 174*; C: /; D: 0.8; E: 3; F: 16; G: 10; H: -5; I: 4; J: 13; K: 1616
> COc1cc(OC)nc(-n2ncc(Br)c(Br)c2=O)n1
  A: 14; B: 88; C: -0.76; D: 2.3; E: 11; F: 7; G: 17; H: -160; I: 3; J: 0; K: 1559
> COc1ccc(C2=NN(CC(=O)NCc3ccco3)C(=O)CC2)cc1
  A: -1; B: 104; C: 0.85; D: 3.0; E: 18; F: 8; G: 5; H: 8; I: 0; J: 4; K: 1601
> CC(Sc1nnc(Nc2ccccc2)s1)C(=O)NC1CCCc2ccccc21 (stereo unspecified)
  A: 1; B: 98; C: 0.08; D: 3.3; E: 3; F: 15; G: -2; H: -24; I: 0; J: 1; K: 1436
> Cc1ccc(-c2c(C(=O)NCc3ccc(F)cc3)oc(=O)c3ccccc23)cc1
  A: 1; B: 97; C: -1.2; D: 4.2; E: -2; F: -15; G: 4; H: 0; I: 1; J: 5; K: 1558
> CN(C)c1ccc(NC(=O)COC(=O)CCC(=O)c2ccc(F)cc2)cc1
  A: -3; B: 101; C: 0.43; D: 1.1; E: /; F: -13; G: 7; H: -3; I: -4; J: -11; K: 1660
> CCOC(=O)C1=C(c2ccccc2)NC(SCC(=O)Nc2ccccc2C)=C(C#N)C1c1ccco1 (stereo unspecified)
  A: 3; B: 101; C: 0.79; D: 5.5; E: /; F: 2; G: -3; H: -4; I: -2; J: -4; K: 1617
> C=CCNC(=O)C(=O)c1c(-c2ccccc2)[nH]c2ccccc12
  A: -13; B: 111; C: 0.68; D: 0.7; E: -16; F: -14; G: -4; H: 2; I: 5; J: -1; K: 1728
> CC(C)C(=O)Nc1cc(C(F)(F)F)ccc1-n1ccnc1
  A: 1; B: 107; C: 0.2; D: 0.2; E: -22; F: 1; G: 0; H: 8; I: 2; J: 2; K: 1646
> COc1ccccc1/C=C/C1C(C(=O)OCC(C)C)=C(C)N=C2SCCC(=O)N21 (stereo unspecified)
  A: -2; B: 104; C: -2.4; D: 0.6; E: -27; F: -4; G: 4; H: 5; I: 11; J: 1; K: 1672

# A different layout for 6 compounds above:
# Below each SMILES: STAT3 inh, STAT3 activator, ROMK mod, RAM network inh, S1P3 antagonist, TLR4 MyD88 comp, PPARg SRC-2 ag, STAT1 blocker, PPARg SRC1 recr, PPARg SRC3 recr, SRC2 TRFRET art
- COc1cc(OC)nc(-n2ncc(Br)c(Br)c2=O)n1
  14, 88, -0.76, 2.3, 11, 7, 17, -160, 3, 0, 1559
- COc1ccc(C2=NN(CC(=O)NCc3ccco3)C(=O)CC2)cc1
  -1, 104, 0.85, 3.0, 18, 8, 5, 8, 0, 4, 1601
- CC(Sc1nnc(Nc2ccccc2)s1)C(=O)NC1CCCc2ccccc21 (stereo unspecified)
  1, 98, 0.08, 3.3, 3, 15, -2, -24, 0, 1, 1436
- Cc1ccc(-c2c(C(=O)NCc3ccc(F)cc3)oc(=O)c3ccccc23)cc1
  1, 97, -1.2, 4.2, -2, -15, 4, 0, 1, 5, 1558
- CN(C)c1ccc(NC(=O)COC(=O)CCC(=O)c2ccc(F)cc2)cc1
  -3, 101, 0.43, 1.1, /, -13, 7, -3, -4, -11, 1660
- CCOC(=O)C1=C(c2ccccc2)NC(SCC(=O)Nc2ccccc2C)=C(C#N)C1c1ccco1 (stereo unspecified)
  3, 101, 0.79, 5.5, /, 2, -3, -4, -2, -4, 1617

# STAT3 activator, what is marked active above.
canonical_smiles	STAT3 activator	ROMK mod	RAM network inh	S1P3 antagonist	TLR4 MyD88 comp	PPARg SRC-2 ag	STAT1 blocker	PPARg SRC1 recr	PPARg SRC3 recr
Cc1ccc(-c2nc3ccccc3n3nnnc23)cc1	174*	/	0.8	3	16	10	-5	4	13

# More structures follow:
# Field names: A = STAT3 inh; B = STAT3 activator; C = ROMK mod; D = RAM network inh; E = S1P3 antagonist; F = TLR4 MyD88 comp; G = PPARg SRC-2 ag; H = STAT1 blocker; I = PPARg SRC1 recr; J = PPARg SRC3 recr; K = SRC2 TRFRET art
> COC(=O)Cn1nnc2c(cnn2-c2ccccc2)c1=O
  A: -9; B: 112; C: -0.024; D: 0.1; E: -5; F: -4; G: 3; H: -24; I: -4; J: 4; K: 1455
> COc1ccc(C(=O)NC2CCN(C(=O)Nc3ccccc3Cl)CC2)cc1
  A: 6; B: 96; C: 0.02; D: 3.8; E: -1; F: -17; G: -6; H: -1; I: -2; J: -1; K: 1264
> Cc1cc(C)cc(N(CC(=O)NC(C)(C)C)C(=O)CNC(=O)c2cccs2)c1
  A: 1; B: 101; C: 0.064; D: 2.9; E: -7; F: -14; G: 13; H: 9; I: 2; J: 9; K: 1608
> Cc1ccc(/C=C/C(=O)Nc2ccc(Oc3ccccc3)cc2)o1
  A: 21; B: 83; C: -0.5; D: 13*; E: 9; F: -4; G: 8; H: 4; I: 1; J: 4; K: 1677
> O=C(N/N=C/c1cc(Br)ccc1O)C(=O)Nc1ccccc1OC(F)(F)C(F)F
  A: 27; B: 85; C: /; D: 3.4; E: /; F: 4; G: 11; H: -6; I: 6; J: -3; K: 1759
> CCCS(=O)(=O)C(=C(Nc1ccc(OC)cc1)Nc1ccc(OC)cc1)S(=O)(=O)CCC
  A: 0; B: 101; C: /; D: -0.4; E: /; F: -13; G: 5; H: 3; I: 3; J: 5; K: 1520
> CCOC1(OCC)C(c2ccc(N)cc2)C(C#N)(C#N)C1(OCC)OCC (stereo unspecified)
  A: 1; B: 103; C: 0.0096; D: -0.4; E: /; F: 1; G: -4; H: -3; I: -1; J: -2; K: 1346
> CSc1cccc(NC(=O)CN2C(=O)c3ccccc3S2(=O)=O)c1
  A: 26; B: 83; C: /; D: 0.0; E: 3; F: -9; G: 22*; H: 20; I: 0; J: 21; K: 1521
> COc1cc(C(=O)NCCc2ccc(S(=O)(=O)N3CCCC3)cc2)cc(OC)c1OC
  A: 0; B: 102; C: 0.86; D: 2.6; E: -4; F: -3; G: 3; H: 3; I: -3; J: 4; K: 1523
> Cc1occc1-c1nnc(SCC(=O)N2CCN(c3ccc(F)cc3)CC2)n1C
  A: 10; B: 97; C: /; D: -0.9; E: -38; F: -4; G: 2; H: 0; I: 2; J: -6; K: 1511
> Cc1ccc(/C=C/S(=O)(=O)NCc2ccc(F)cc2)cc1
  A: -1; B: 102; C: -1.2; D: 3.5; E: -11; F: 5; G: 1; H: 5; I: 9; J: -1; K: 1533
> C=CCNC(=O)c1onc(CSc2ccc(F)cc2)c1C(=O)NCCOC
  A: 12; B: 95; C: 0.17; D: 0.1; E: /; F: -8; G: -5; H: 16; I: -3; J: -2; K: 1350
> CN(C)S(=O)(=O)c1ccc(C(=O)OCC(=O)NCc2ccccc2)cc1
  A: -4; B: 105; C: 0.41; D: 1.3; E: -9; F: -13; G: -4; H: 5; I: 5; J: 0; K: 1712
